Pf growth 96h = inhibits malaria parasite growth, 96 h | 6.9% of 320,000 active | Potency, µM (highest dose often 28.7 µM), without a hit: top-dose activity change, negative = inhibition, usual class: inhibitors | P. falciparum luciferase reporter growth, 96 h; note: potency is the fitted concentration of half-maximal effect; % is set by controls: 0 for no effect and ±100 for the full control effect
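96 h incubation, 37 C, 5% CO2, of luciferase-reporter P. falciparum-infected RBCs (2% hematocrit, 0.05% parasitemia final) with test compounds; endpoint luminescence.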
Shiga inhibitor = inhibitors of Shiga toxin in Vero cells; Vero cells, Shiga toxin protein synthesis inhibition reporter; 9.2% of 290,000 active; inhibition, % at 38.7 µM; in the data active = inhibition mostly above about 28%, no sharp cut-off; inactive = mostly below about 43%; note: 0% is about no effect
CHX counter = affects cycloheximide protein synthesis inhibition readout, counter-screen; max response, %; 12% of 300,000 active; cell reporter, cycloheximide protein synthesis inhibition counterscreen; AID 2314; in the data active = max response mostly above about 13%, no sharp cut-off; inactive = mostly below about 14%; note: read at 38.3 µM for the half of the compounds with a filed dose; 0% is about no effect
Pf growth 48h = P. falciparum growth inhibition at 48 hours (one generation) | P. falciparum luciferase growth in erythrocytes, 48 h | Potency, µM (top dose mostly 28.7 µM), for inactives: at the highest dose activity change, negative = inhibition, most hits filed as inhibitors | 5.9% of 310,000 active; note: potency is the fitted concentration of half-maximal effect; % is set by controls: 0 for no effect and ±100 for the full control effect
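Here the parasites carry a stable luciferase gene and grow inside erythrocytes in Albumax-based RPMI medium with compound for one erythrocytic cycle. Activity is scored as loss of luminescent signal.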
Giardia FBPA inh = Giardia lamblia aldolase inhibition. A8B2U2. purified Giardia FBPA. Potency, µM (highest dose often 59.6 µM), without a hit: top-dose activity, negative = inhibition, actives largely listed as inhibitors. 0.71% of 290,000 active. AID 2451; note: potency is the fitted concentration of half-maximal effect; % is set by controls: 0 for no effect and ±100 for the full control effect; nearly all actives have a fitted effect of over 55% in size
Target sequence (A8B2U2 whole entry, looked up): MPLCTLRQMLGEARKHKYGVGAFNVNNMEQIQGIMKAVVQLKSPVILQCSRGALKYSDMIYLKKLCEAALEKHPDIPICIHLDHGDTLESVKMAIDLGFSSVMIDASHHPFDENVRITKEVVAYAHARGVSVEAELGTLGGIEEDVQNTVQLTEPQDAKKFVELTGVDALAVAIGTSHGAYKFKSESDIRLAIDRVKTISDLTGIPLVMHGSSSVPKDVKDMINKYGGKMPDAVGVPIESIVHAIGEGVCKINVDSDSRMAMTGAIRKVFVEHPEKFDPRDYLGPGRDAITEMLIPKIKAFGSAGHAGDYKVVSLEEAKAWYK
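40 nM FBPA preincubated 10 min at RT with compound (up to 57.5 uM final), then substrate plus GAPDH/TPI/NAD/arsenate coupling and diaphorase/resazurin added. Fluorescence read after 20 min at RT, 525/598 nm.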
Sm TGR inh = S. mansoni TGR enzyme inhibition; Q962Y6; purified TGR, DTNB reduction, TNB absorbance 405 nm; Potency, µM (top dose mostly 114 µM), for inactives: at the highest dose activity change, negative = inhibition, most hits filed as inhibitors; 3% of 360,000 active; AID 485364; note: potency is the fitted concentration of half-maximal effect; % is set by controls: 0 for no effect and ±100 for the full control effect; nearly all actives have a fitted effect of over 60% in size
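Kinetic colorimetric format: TGR-catalysed, NADPH-driven DTNB reduction monitored via TNB absorbance. Enzyme dispensed at 20 nM; compound exposure 15 min at room temperature before reaction start.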
* = called active by the depositor; ? = inconclusive; nt = no result given; [ ] = another dose, or the depositor's remark. Unless noted, calls come from the whole dose curve; as a rule, active = well fitted curve in the direction sought with a large enough effect; inconclusive = small, poorly fitted or top-dose-only effect, or another doubt; inactive = no such curve, though single readings can be large; an effect the other way counts as inactive or inconclusive. Hits appear at their usual frequency. Share with any hit: about 24%.

Results follow in this order: Shiga inhibitor | Giardia FBPA inh | Pf growth 48h | Pf growth 96h | CHX counter | Sm TGR inh
CN(CCCCOc1ccc(F)cc1)Cc1ccccc1
  nt | ? | 45%[activator] | ? | 6 | 1%
COC(=O)C1=C(C)NC(C)=C(C(=O)OC(C)C)[C@H]1c1cccc2nonc12
  nt | -2%[21.7 µM] | 4.5µM* | 2.6µM* | nt | nt
Cn1c(C(=O)O)cc2c(=O)n3ccccc3nc21
  -5 | -11% | 3% | 9% | -3 | -3%
Cc1occc1C(=O)N1N=C(C2CC2)CC1(O)C(F)(F)F (configuration not stated)
  55 | 1% | 4% | 31%[activator] | 12 | 8%
O=C(O)CCC(=O)N1CCc2cc(S(=O)(=O)NCc3cccs3)ccc21
  -13 | 8% | 5% | -7% | -2 | 10%
CC1CCCN(Cc2nc3c(c(=O)n(C)c(=O)n3C)n2CCc2ccccc2)C1 (configuration not stated)
  10 | 4% | 8% | 18% | -2 | 1%
COCCNS(=O)(=O)c1ccccc1
  -9 | 3% | nt | 45%[activator] | 1 | 25%
O=C1C2CC=CCC2C(=O)N1c1ccc(Cc2ccncc2)cc1 (configuration not stated)
  -3 | 4% | 12% | 31% | 4 | -2%
CCCCC(=O)NC(N1CCCCC1)C(Cl)(Cl)Cl (configuration not stated)
  -13 | -24% | 58%[activator] | 182%[activator] | -4 | 11µM*
Cc1ccc(/C=C/C(=O)Nc2ccc(S(N)(=O)=O)cc2)o1
  -8 | -18% | 6% | -6% | 6 | 7.9µM*
CC(=O)Nc1ccc(NC(=O)C(C)OC(=O)c2ccccc2Sc2ccccc2C#N)cc1 (configuration not stated)
  12 | -2% | -17% | 31%[activator] | -3 | 1%
Cc1cccc2cc(CN(CC3CCCO3)C(c3nnnn3Cc3ccco3)C(C)C)c(=O)[nH]c12 (configuration not stated)
  -14 | -6% | ? | ? | -4 | 50µM*
CCN1C(=O)C(C)S/C1=N\S(=O)(=O)c1ccc(Cl)s1 (configuration not stated)
  -11 | 13% | nt | 8% | -2 | 2%[11.4 µM]
O=C(O)C1CCC(N2C(=O)c3c(Cl)c(Cl)c(Cl)c(Cl)c3C2=O)CC1 (configuration not stated)
  nt | 8% | 0% | ? | -3 | -13%
Fc1ccccc1-c1csc(=Nc2cccnc2)n1CCCn1ccnc1
  -5 | -1% | 7.4µM* | 15µM* | 1 | -4%
O=C(O)CC1NC(=O)N(c2ccccc2)C1=O (configuration not stated)
  4 | -4% | 8% | 2.6µM* | -3 | 12%
O=C(Nc1cccc2nsnc12)c1cccnc1Cl
  -3 | -8% | 27% | 50%[activator] | 1 | -8%
Cc1c(C(=O)N2CCCCC2)nn(-c2ccc(Cl)cc2)c(=O)c1C#N
  23 | -16% | -17% | 7% | 6 | 7%
O=C(NCCc1c[nH]c2ccccc12)c1cc2ccccc2oc1=O
  121* | 3% | 13% | 12% | 53* | 8%
O=C(Nc1ccccc1F)c1ccc(O)c2ncccc12
  nt | nt | 4.1µM* | 1.5µM* | nt | -3%

Molecules above that have a Cl atom, in the order listed:
Results follow in this order: Shiga inhibitor | Giardia FBPA inh | Pf growth 48h | Pf growth 96h | CHX counter | Sm TGR inh
CCCCC(=O)NC(N1CCCCC1)C(Cl)(Cl)Cl (configuration not stated)
  -13 | -24% | 58%[activator] | 182%[activator] | -4 | 11µM*
CCN1C(=O)C(C)S/C1=N\S(=O)(=O)c1ccc(Cl)s1 (configuration not stated)
  -11 | 13% | nt | 8% | -2 | 2%[11.4 µM]
O=C(O)C1CCC(N2C(=O)c3c(Cl)c(Cl)c(Cl)c(Cl)c3C2=O)CC1 (configuration not stated)
  nt | 8% | 0% | ? | -3 | -13%
O=C(Nc1cccc2nsnc12)c1cccnc1Cl
  -3 | -8% | 27% | 50%[activator] | 1 | -8%
Cc1c(C(=O)N2CCCCC2)nn(-c2ccc(Cl)cc2)c(=O)c1C#N
  23 | -16% | -17% | 7% | 6 | 7%

More entries
Results follow in this order: Shiga inhibitor | Giardia FBPA inh | Pf growth 48h | Pf growth 96h | CHX counter | Sm TGR inh
COc1cccc(CNC(=S)Nc2ccc(Cl)cc2C)c1
  -3 | 2% | -17% | ? | 1 | 6%
CCCOC(=O)c1ccc(NC(=O)c2ccccc2OC)cc1
  86* | -6% | 3% | 22% | 26* | 6%
CC(C)[C@H](NC(=O)N1CC(=O)Nc2ccccc21)C(=O)Nc1nccs1
  0 | -4% | -7% | -8% | -1 | -28%
COc1cccc(N(CC(=O)N2CCN(C)CC2)S(=O)(=O)c2ccccc2)c1
  -7 | -2% | 13% | ? | -3 | ?
CC(C)CCNC(=O)C(c1ccc(O)cc1)N(Cc1cccs1)C(=O)C1COc2ccccc2O1 (configuration not stated)
  -13 | -6% | ? | 47%[activator] | -2 | -3%
O=C1Nc2ccccc2C1C(C[N+](=O)[O-])c1ccccc1 (configuration not stated)
  -9 | 3% | 14% | 10% | -3 | ?
CCO[C@@H]1OC(C(=O)N2CCN(C)CC2)=C[C@H](c2coc3ccccc3c2=O)[C@H]1CCCO
  -10 | 3% | -5% | 10% | -2 | 4%
Cc1ccc(C(=O)N2CCCC2)c(F)c1F
  -19 | 3% | nt | 43%[activator] | -3 | 2%
COc1cccc(NC(=O)CN(C)C(=O)c2ccc(S(=O)(=O)Nc3ccccc3C)cc2)c1
  nt | nt | ? | ? | nt | -1%
Cc1cc2cccc(C)c2nc1SCC(=O)NC1CCCCC1
  -15 | nt | 47%[activator] | ? | -6 | 9%

Complete entries, looked up by structure. Values in the order: Shiga inhibitor | Giardia FBPA inh | Pf growth 48h | Pf growth 96h | CHX counter | Sm TGR inh
`CC1CCCN(Cc2nc3c(c(=O)n(C)c(=O)n3C)n2CCc2ccccc2)C1` (configuration not stated) in the list: 10 | 4% | 8% | 18% | -2 | 1%
`COc1cccc(NC(=O)CN(C)C(=O)c2ccc(S(=O)(=O)Nc3ccccc3C)cc2)c1` in the list: nt | nt | ? | ? | nt | -1%

Of the compounds above, two have two or more sulfur atoms:
Results follow in this order: Shiga inhibitor | Giardia FBPA inh | Pf growth 48h | Pf growth 96h | CHX counter | Sm TGR inh
O=C(O)CCC(=O)N1CCc2cc(S(=O)(=O)NCc3cccs3)ccc21
  -13 | 8% | 5% | -7% | -2 | 10%
CCN1C(=O)C(C)S/C1=N\S(=O)(=O)c1ccc(Cl)s1 (configuration not stated)
  -11 | 13% | nt | 8% | -2 | 2%[11.4 µM]

Continued:
Results follow in this order: Shiga inhibitor | Giardia FBPA inh | Pf growth 48h | Pf growth 96h | CHX counter | Sm TGR inh
Cc1cc(=O)[nH]c(NCc2ccc(Cl)cc2)n1
  11 | -4% | 69%[activator] | 1% | 4 | 38%[activator]
N#C/C(=C\c1ccncc1)c1ccc(NC(N)=O)cc1
  14 | -8% | 12% | 1% | 10 | -2%
COCCNC(=S)NNC(=O)c1cc(-c2cccnc2)nc2ccccc12
  -5 | ? | ? | ? | 0 | 0%
COc1cccc(NS(=O)(=O)c2cc3c(cc2C)N(C)CCO3)c1
  10 | 4% | -11% | 28% | 1 | -6%
Cc1ccc(NC(=O)Nc2c(C)n(C)n(-c3ccccc3)c2=O)cc1
  -6 | 3% | 28%[0.00184 µM] | 27% | 0 | -9%
CCN(CCO)c1ccc(N=Nc2cc(C)[nH]n2)cc1
  -5 | 1% | -2% | 179%[activator] | 13 | -8%
COc1ccc(CCC(=O)OCC(=O)NCc2ccc3c(c2)OCO3)cc1
  nt | nt | -10% | -29% | nt | -3%
COCCNC(=O)CCCn1c(=O)c2cc(OC)c(OC)cc2n(CC(=O)Nc2ccc(C)c(F)c2)c1=O
  1 | 2% | 9% | -30% | -3 | 19%
COc1ccccc1NC(=O)c1ccc(C)s1
  74* | 2% | 112%[activator] | nt | 64* | 4%
Cc1nc(-c2ccccc2)sc1C(=O)Nc1ccc(S(N)(=O)=O)cc1
  -5 | 14% | 2% | 3% | -2 | -27%
COc1ccc(NC(C)=O)cc1NC(=O)CSc1nnc(-c2ccccn2)n1C
  -9 | 26% | 7% | ? | -2 | 5%
COc1cc2oc3cc(C)oc(=O)c3c2cc1OC
  26 | -11% | ? | -26% | 5 | -7%
COc1ccc(NS(=O)(=O)c2csc(C(N)=O)c2)cc1OC
  12 | -8% | ? | 33% | -9 | 3%
CN1Cc2cccnc2N(C)Cc2cc(Cl)ccc21
  -4 | -8% | -25% | -14% | -2 | 7%
Cc1c(NC(=O)CSc2ncn[nH]2)c(=O)n(-c2ccccc2)n1C
  8 | -8% | 1% | ? | 11 | -1%
CC1CCC(=O)N(CCSc2ccccc2)CC1 (configuration not stated)
  37* | 10% | 140%[activator] | 325%[activator] | 25* | 2%
O=C(OCc1ccc([N+](=O)[O-])cc1)c1cnc(Cl)c(Cl)c1
  -4 | -2% | -8% | -3% | 6 | 0%
O=C(CN(Cc1ccccc1)S(=O)(=O)c1ccc(Br)cc1)N/N=C/c1ccccc1C(=O)O
  -3 | 3% | -13% | -10% | 2 | 7%
CCOc1cc(Br)c(COc2ccc(C)nc2[N+](=O)[O-])cc1OCC
  -1 | 1% | ? | ? | -3 | 2%
CC1(C)CC(NS(=O)(=O)c2ccc(S(=O)(=O)N3CCOCC3)cc2)CCO1 (configuration not stated)
  33 | 0% | 2% | -21% | 0 | 1%
C=CCn1c(SCC(=O)NCC2CCCO2)nc2sc(C)c(C)c2c1=O (configuration not stated)
  -10 | nt | 12% | ? | -2 | 4%
CN(C)S(=O)(=O)c1cccc(C(=O)NCC2CCCO2)c1 (configuration not stated)
  2 | -3% | 8% | 27% | -3 | 9%
CCOc1cc(/C=N/N=C2/NC(=O)C(CC(=O)O)S2)ccc1OS(=O)(=O)c1ccc(C)cc1 (configuration not stated)
  -2 | 26% | -9% | 14% | 2 | nt
CCOC(=O)c1cnn(Cc2ccccc2)c1N
  -6 | 0% | -18% | 147%[activator] | 1 | -16%
COc1cccc(C2C3=C(CC(C)(C)CC3=O)Nc3cc4c(cc32)OCO4)c1 (configuration not stated)
  -8 | -7% | nt | ? | -4 | 7%
CSc1nnc(-c2ccccc2SC)o1
  36 | -2% | ? | 30%[activator] | 1 | 5%
O=C(Nc1ccccc1Br)C1CCN(C(=O)Cc2ccccc2)CC1
  -13 | 5% | -18% | 47%[activator] | -4 | -1%
O=C(Cn1nc(-c2ccc3c(c2)OCCO3)ccc1=O)Nc1ccc(-n2cnnn2)cc1
  -13 | 6% | 77%[activator] | -7% | -7 | 2%
CC1CCN(S(=O)(=O)c2ccc3c(c2)N(CC(=O)NCCCOC(C)C)C(=O)CS3)CC1
  -5 | nt | ? | ? | -3 | 5%
CC(C(=O)NC1CCCC1)N(c1ccc(Oc2ccccc2)cc1)S(C)(=O)=O (configuration not stated)
  -5 | -1% | ? | 21% | -3 | -1%
CCn1cc([N+](=O)[O-])c(C(=O)Nc2ccn(Cc3ccccc3)n2)n1
  13 | 0% | 16% | 21% | -1 | -1%
CCN(CC)S(=O)(=O)c1cc(C(=O)N=c2sccn2C)ccc1OC
  7 | nt | 23% | ? | 2 | -18%

Bioassay records deposited in PubChem by National Center for Advancing Translational Sciences (NCATS).
